# Screens: PubChem, several laboratories
# TbMetRS inhib: blocks T. brucei methionyl-tRNA synthetase activity. 360,000 tested, 0.4% active. inhibition, % at 11.9 µM. purified T. brucei MetRS, ATP depletion, Kinase-Glo luminescence;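 active means inhibition above a per-plate cutoff of the control wells' mean inhibition plus 3 SD, cut at about 5.5% in these data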;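 further: 0% = DMSO wells median and 100% = median of wells with control inhibitor compound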
#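 Assay system: T. brucei methionyl-tRNA synthetase, purified | Medium: HEPES buffer with MgCl2, KCl, DTT, spermine, BSA, pyrophosphatase | Compound: 11.9 µM single point | Incubation: 15 min enzyme-compound preincubation, 2 h reaction, 10 min detection, 25 °C | Measured by: Kinase-Glo luciferase luminescence reporting remaining unconsumed ATP | Measure: % inhibition normalized to control-well medians | Replication: Singlicate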
# MT1-MMP act inh: MT1-MMP (human) activation inhibition; P50281; HT1080 RFP-PRO-GFP cells, GFP/RFP ratio fluorescence, overnight; percent of plate control window, DMSO zero; GFP/RFP ratio change, % at 20 µM; 360,000 tested, 0.061% active; AID 651647;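 active means GFP/RFP ratio change of at least 30% with cell ATP level not reduced by more than half and red fluorescence within 50% of control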; further: strong numbers were not always called active
#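 Assay system: HT1080 cells carrying an RFP-PRO-GFP reporter | Dosing: Single dose of 20 µM compound, 1% DMSO final | Incubation: Cells overnight before dosing, compound overnight, 37 °C, 5% CO2 | Evaluation: GFP/RFP fluorescence ratio | Control set: DMSO and RFP-L50D-GFP cell wells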
# NRP1-CendR mod: alters CendR peptide binding to human NRP-1; 360,000 tested, 0.85% active; inhibition, % at 25 µM; FAM-RPARPAR peptide binding to NRP-1, fluorescence polarization; O14786;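 active means inhibition or corrected inhibition above about 18%, plus a signal ratio from 0.5 to 1.5, limit read from the data, passing the limit was not always enough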; further: strong numbers were not always called active
# FAS-TE inh: FAS thioesterase (human) inhibition; P49327; recombinant FAS-TE, OMFH fluorogenic substrate, fluorescence endpoint; inhibition, % at 15 µM; 360,000 tested, 0.67% active; AID 602261;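 active means compounds whose normalised, plate-corrected inhibition of enzyme fluorescence in the single-dose primary screen is 50% or more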;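 further: 0% = DMSO with enzyme and 100% = substrate without enzyme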
# SKN-1 inh: blocks SKN-1 activity in C. elegans; 360,000 tested, 0.49% active; C. elegans VP596 Pgst-4::GFP/RFP ratio, acrylamide-induced, 24 h; inhibition, % at 21.8 µM;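 active means interference check ratio from 0.5 to 1.5 plus GFP to RFP signal ratio inhibition reaching or exceeding a fixed threshold, cut at about 30% in these data, passing the limit was not always enough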; further: some compounds called inactive have numbers as strong as hits
# MsrA act: bovine methionine sulfoxide reductase A activation | activation, % at 10.6 µM | purified bovine MsrA, absorbance read-out | 360,000 tested, 0.3% active; in the data active means activation above about 7.5%;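 further: 0% = vehicle and 100% = reference activator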
# E coli Lon inh: E. coli protease La inhibition; inhibition, % at 7.94 µM; 360,000 tested, 0.42% active; AID 602123; purified E. coli Lon protease, fluorescence polarization; in the data active means inhibition above about 13%, passing the limit was not always enough;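 further: 0% = enzyme with probe and DMSO and 100% = no enzyme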
# PABP1 MLLE inh: inhibitors of microRNA-mediated deadenylation, human PABP1 MLLE binding. GST-MLLE / FITC-PAM2 fluorescence polarization. P11940. inhibition, % at 20 µM. AID 588489. 360,000 tested, 0.36% active; in the data active means inhibition above about 35%, passing the limit was not always enough;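 further: plate controls were DMSO wells with GST-MLLE for no effect and wells lacking GST-MLLE protein for full effect; some results filed as inactive read as strong as hits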
# Target sequence (P11940 whole entry, looked up): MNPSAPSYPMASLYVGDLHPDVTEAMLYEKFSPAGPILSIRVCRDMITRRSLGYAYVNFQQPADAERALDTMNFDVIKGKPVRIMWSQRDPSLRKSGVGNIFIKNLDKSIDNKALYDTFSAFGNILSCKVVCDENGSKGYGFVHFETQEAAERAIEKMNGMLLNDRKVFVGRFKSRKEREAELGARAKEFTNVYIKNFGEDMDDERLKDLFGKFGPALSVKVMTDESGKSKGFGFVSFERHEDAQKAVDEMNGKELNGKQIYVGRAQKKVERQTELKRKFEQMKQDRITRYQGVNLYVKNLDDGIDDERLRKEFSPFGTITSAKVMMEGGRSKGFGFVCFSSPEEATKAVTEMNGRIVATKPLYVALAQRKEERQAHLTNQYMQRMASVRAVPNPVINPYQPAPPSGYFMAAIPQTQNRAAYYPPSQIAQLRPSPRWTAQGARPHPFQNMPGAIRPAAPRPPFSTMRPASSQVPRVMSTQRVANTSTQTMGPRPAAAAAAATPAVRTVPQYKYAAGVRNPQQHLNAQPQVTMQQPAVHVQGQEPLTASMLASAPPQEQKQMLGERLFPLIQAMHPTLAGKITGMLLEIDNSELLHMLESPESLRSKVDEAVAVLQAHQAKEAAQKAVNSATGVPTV
# MsrA inh: inhibitors of bovine MsrA | inhibition, % at 15.5 µM | 360,000 tested, 0.75% active | purified bovine MsrA, absorbance read-out | AID 651718; in the data active means inhibition above about 4.5%;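 further: 0% = vehicle wells with enzyme and 100% = reference inhibitor wells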
# * marks the source's active call; other numbers are inactive results; & = joins results of further samples.
no.	SMILES	TbMetRS inhib	MT1-MMP act inh	NRP1-CendR mod	FAS-TE inh	SKN-1 inh	MsrA act	E coli Lon inh	PABP1 MLLE inh	MsrA inh
1	Cc1ccc(CN(Cc2cccnc2)C(=S)Nc2cc(Cl)ccc2C)cc1	-0.6	-3	-10	33	-6	-4	-6	12	0.5
2	Cc1cc(NC(=O)Nc2cccc(C(F)(F)F)c2)no1	-3.2	6	-13	3	0	-6	8	6	0.0
3	Nc1ccc(Sc2ccccc2)nc1	-1.3	5	5	4	-7	-7	-5	-2	1.0
4	O=[N+]([O-])c1cccc(Cl)c1N1CCOCC1	-0.1	-9	-1	-7	3	-4	1	-2	-0.3
5	O=C(c1cccc(S(=O)(=O)Nc2ccc(F)cc2)c1)N1CCC1	-0.4	0	4	-4	-7	-4	9	-3	-0.6
6	O=C(COC(=O)CNS(=O)(=O)c1ccc(F)c(F)c1F)NCCc1ccccc1	-0.3	-4	-10	0	9	-3	-6	7	-0.3
7	Cc1ccc(-c2csc(NC(=O)CSc3nc4ccccc4[nH]3)n2)cc1	2.6	3	-12	22	-2	-4	7	-1	0.0
8	Cc1ccc(-n2nc3c(c2NC(=O)C2CCCC2)CS(=O)(=O)C3)cc1	-0.4	-3	10	-5	2	-1	-5	0	0.0
9	COc1cc(-c2nnc(COC(=O)c3ccc([N+](=O)[O-])o3)o2)cc(OC)c1OC	-0.2	1	-34	-3	12	2	-11	-5	1.5
10	COc1ccccc1N(CC(=O)N1CCN(Cc2ccccc2)CC1)S(=O)(=O)c1ccccc1	-0.3	1	-4	5	11	-1	4	-6	0.1
11	COC(=O)CCC(=O)c1oc2ccc(Cl)cc2c1NC(=O)CCCN1C(=O)c2ccccc2C1=O	-0.2	2	-1	15	-6	-3	-1	-2	1.0
12	COC(=O)c1ccccc1COc1cccn2c(N(C)Cc3cccs3)c(C)nc12	0.5	5	-24	16	-14	0	-8	10	-0.9
13	COc1cccc(C(NC(C)=O)c2nc(-c3cccc4cccnc34)cs2)c1 (stereo not given)	-0.3	1	7	-3	17	-4	-5	-2	-1.3
14	COc1cc(Br)cc(/C=C/c2ccc3cccc(O)c3n2)c1OC	0.0	5	-3	16	20	-2	-6	-10	0.4
15	CN(C)CCCNc1nc(N)c([N+](=O)[O-])c(NCc2ccccc2)n1	-1.2	-3	2	-2	10	-6	10	-1	3.2
16	COC(=O)c1cc2ccccc2c(-c2c(OC)c(C(=O)OC)cc3ccccc23)c1OC	-2.1	8	0	17	-4	-10	6	-15	-0.2
17	Cc1csc2ncc(C(=O)NCCc3ccccc3)c(=O)n12	-0.5	0	6	16	1	-3	-2	-2	4.4
18	Cc1cc2c(=O)[nH]c(N)nc2[nH]1	-0.3	6	-1	-8	31	-3	-3	8	0.7
19	O=c1[nH]c(=O)n(Cc2ccco2)c2c1C(C(F)(F)F)(C(F)(F)F)N=C(CCc1ccccc1)N2	-0.1	-57	-2	7	-1	-2	-1	-6	1.0
20	Clc1ccc(-c2nc3ccc(Cl)cn3c2Cc2ccsc2)cc1	-0.5	0	-18	2	29	-2	25*	-3	-0.5
21	CCOC(=O)C(NC(=O)c1ccc(OC)cc1)(N1CCCC1=O)C(F)(F)F (stereo not given)	0.7	-1	-1	-11	4	-2	-5	12	0.8
22	COc1ccc(N2CC(C(=O)NCCCN3CCOCC3)CC2=O)cc1 (stereo not given)	-0.3	-1	-18	-8	-1	-2	-9	5	0.6
23	O=C(Cc1c[nH]c2ccccc12)N1CCN(c2ccccc2)CC1	-0.3	0	-6	-2	6	-5	-16	-2	-0.7
24	Cc1ccccc1-c1coc2cc(O)ccc2c1=O	-1.0	-4	-23	-9	8	-4	-23	-14	0.4
25	COc1ccccc1N1C(=O)C=C(Sc2nc(C)cc(C)n2)C1=O	-0.1	20	-1	0	-13	-4	3	24	2.8
26	CC(C)CC[n+]1ccn(-c2nc3ccccc3nc2[N-]S(=O)(=O)c2ccc(Cl)cc2)c1	-0.7	1	1	-1	-5	-8	9	9	-0.7
27	CCNC(=O)C1(C)CCCN(C(=O)COCc2ccccc2)C1 (stereo not given)	-0.3	-6	-11	-10	18	-6	-4	5	-1.6
28	CCN(CC)CCn1c(SCC(=O)NCc2ccco2)nc2c(sc3ccccc32)c1=O	-0.4	7	11	0	8	1	2	29	-0.2
29	CCSc1nnc(Cc2cc(=O)[nH]c(=O)[nH]2)n1-c1cccc(C)c1	-0.3	2	-7	-4	5	-2	-4	4	0.0
30	CC(CNC(=O)CC[C@H]1O[C@@H](n2cnc3c(NC(=O)c4ccccc4)ncnc32)[C@H](O)[C@@H]1O)c1ccccc1 (stereo not given in full)	-0.9	2	24	-10	7	-4	-4	-5	-1.3

# The last four records of the part above are carried over, then new ones follow:
no.	SMILES	TbMetRS inhib	MT1-MMP act inh	NRP1-CendR mod	FAS-TE inh	SKN-1 inh	MsrA act	E coli Lon inh	PABP1 MLLE inh	MsrA inh
27	CCNC(=O)C1(C)CCCN(C(=O)COCc2ccccc2)C1 (stereo not given)	-0.3	-6	-11	-10	18	-6	-4	5	-1.6
28	CCN(CC)CCn1c(SCC(=O)NCc2ccco2)nc2c(sc3ccccc32)c1=O	-0.4	7	11	0	8	1	2	29	-0.2
29	CCSc1nnc(Cc2cc(=O)[nH]c(=O)[nH]2)n1-c1cccc(C)c1	-0.3	2	-7	-4	5	-2	-4	4	0.0
30	CC(CNC(=O)CC[C@H]1O[C@@H](n2cnc3c(NC(=O)c4ccccc4)ncnc32)[C@H](O)[C@@H]1O)c1ccccc1 (stereo not given in full)	-0.9	2	24	-10	7	-4	-4	-5	-1.3
31	O=C(C[n+]1ccc(C(=O)N/N=C/c2ccc(Br)cc2)cc1)c1ccccc1	0.0	9	11	-1	-2	-1	-10	9	2.9
32	CSc1nc(N)c2c(n1)N(C)C=NS2(=O)=O	-0.2	-2	14	-8	-7	-3	1	4	-0.5
33	C(=C\c1ccccc1)/CN1CCN(C(c2cccs2)c2nnnn2Cc2ccccc2)CC1 (stereo not given)	0.2	2	0	17	-1	0	14	-7	-0.4
34	CC(=O)c1c(C)oc2ccc(NS(=O)(=O)c3ccc(F)cc3C)cc12	-0.8	-2	-1	7	13	-1	-2	-1	1.1
35	Cc1ccc(CCNC(=O)NC(C)(C)C)cc1	-0.7	3	-1	-7	21	-3	-1	5	0.3
36	CC(C)(C)c1cc(C(=O)NNc2ccc(OC(F)(F)F)cc2)n(Cc2ccccc2)n1	-0.6	0	2	11	-11	-6	8	-15	-1.9
37	O=C(Cc1ccc(S(=O)(=O)N2CCOCC2)s1)Nc1ccc(N2CCOCC2)cc1	-0.2	1	1	-5	-4	-1	-4	-5	-1.2
38	Cc1nc(C)c(C(=O)C2=C(O)C(=O)N(CCN(C)C)C2c2cccs2)s1 (stereo not given)	0.2	1	4	-10	12	0	-5	9	1.8
39	COc1ccc(Br)cc1/C=C/C(=O)NCC(=O)O	-0.4	0	-9	-5	-2	-4	-4	-8	3.5
40	S=C(NCc1cccnc1)Nc1ccc(Cl)cc1	-1.1	2	22	-4	17	-1	-8	-13	-0.2
41	CCOc1ccccc1C(=O)NC(C(=O)NCCc1ccccn1)C(C)C (stereo not given)	-0.2	-8	-3	-10	-6	-6	-1	-6	-0.8
42	Cc1ccc(C)c(OCCCC(=O)N2CCOCC2)c1	-1.2	-3	2	-10	-3	-6	-1	13	-1.4
43	CSc1nc(Oc2ccc3ccccc3c2)c2ccccc2n1	-0.5	-8	14	26	-7	-8	2	6	0.7
44	COc1ccc(NC(=O)c2sc3nc(Cc4ccccc4)cc(C(F)(F)F)c3c2N)cc1OC	-0.8	-6	20	14	-17	-13	-14	-5	-1.4
45	COC(=O)c1cc(NC(=O)Cn2c(=O)cnc3ccccc32)cc(C(=O)OC)c1	-0.8	-6	11	4	12	-1	3	-17	1.0
46	COc1ccccc1OCCNC(=O)c1ccc2c(c1)OCCO2	0.4	-1	19	-6	18	-2	-10	11	0.4
47	CCCCNc1ccc2oc(-c3ccc(OC)cc3)c(-c3ccc(OC)c(F)c3)c2c1	-0.1	6	-21	34	10	-1	-14	4	-0.7
48	CCOC(=O)C1=C(C)NC(SCC(=O)OC)=C(C#N)C1c1ccc(C(=O)OC)cc1 (stereo not given)	0.5&-0.5	4&4	-12&-3	16&10	-7&-13	0&3	-5&10	-2&-64	-1.1
49	CCC(CC)C(=O)N1CC(=O)Nc2ccc(Br)cc2C1c1ccccc1 (stereo not given)	-1.2	-7	1	19	2	-7	-2	-7	0.4
50	O=C(Nc1ccccn1)c1cc(-c2cccnc2)nc2ccc(Br)cc12	0.4	-1	-9	-5	6	-2	5	-12	1.1
51	CN(c1ccc(F)cc1)S(=O)(=O)c1ccc(Cl)c(C(=O)Nc2ccc3c(c2)CCC3)c1	-0.5	0	-6	24	12	-2	-1	-1	-1.2
52	CCOc1ccc(C(C)NC(=O)CN2C(=O)NC3(CCCCC3)C2=O)cc1OCC (stereo not given)	-0.2	-1	-1	-3	6	0	4	-4	0.5
53	Cc1ccc2[nH]c(=O)c(CN(C(=O)c3cccs3)c3ccccc3)cc2c1	-0.2	-19	-3	1	9	-1	4	-1	-0.6
54	CC(C)n1nc(C(=O)NC2CCCCCC2)c2ccccc2c1=O	-0.4	3	-5	9	-27	-9	1	4	-0.6
55	Cc1cc(=O)[nH]c(SCc2nc3ccccc3s2)n1	-0.6	-2	10	-7	-3	-3	5	5	1.3
56	COc1cc(C2C(C#N)=C(N)Oc3c2oc(CO)cc3=O)cc(OC)c1OC (stereo not given)	-0.8	2	9	-10	1	-4	-6	10	0.3
57	CN1CCc2c(sc3c2C(=O)NC(c2cn(Cc4ccccc4)c4ccccc24)N3)C1 (stereo not given)	-0.1	-51	-121	-4	6	-8	-113	-103	5.5*
58	CCCCNC(=S)NNC(=O)c1cc(-c2cccnc2)nc2ccccc12	-0.5	17	-1	0	-10	-1	1	-4	2.3
59	O=C(Nc1ccc(Nc2ccccc2)cc1)Nc1ccccc1Cl	-0.2	6	-2	29	14	-1	1	-4	0.8
60	CCN(CC)c1ccc(C=Nc2ccc(C#N)cc2)c(O)c1	-1.6	-1	8	-8	-18	-14	-14	-16	7.6*
61	COCC(C)n1c(C)cc(C(=O)CSc2ncccn2)c1C (stereo not given)	0.3	-3	1	-1	-2	-3	7	4	-0.9
62	CCC(=O)c1ccc(OCC(=O)N2CCN(c3ncccn3)CC2)cc1	-0.6	10	-3	-7	-10	-7	-23	-6	0.2
63	CCN(CC)C(CNC(=O)CSc1nnnn1-c1ccc(C)c(C)c1)c1ccco1 (stereo not given)	-0.2	-1	-28	-1	-18	-6	-7	-72	-1.0
64	COc1cc(/C=C2\SC(=S)N(CCC(=O)Nc3ccccn3)C2=O)cc(OC)c1OC	-0.4	15	-9	3	-2	-2	-7	8	-0.5
65	CCCN(C(=O)CSc1nnnn1C)C1CCS(=O)(=O)C1 (stereo not given)	0.1	1	12	-5	10	-4	5	-10	-1.4
66	Cc1ccc(N2CCN(C(=S)Nc3ccccc3C)CC2)cc1	-0.3	2	-9	-10	2	-2	11	-75	-0.7
67	CCOC(=O)c1nnc(-c2ccccc2)nc1Sc1ccccc1Cl	-0.8	-8	-5	34	-9	-4	0	28	-0.3
